LDHA block – LDHA (human) enzyme inhibition. AID 1347041. P00338. actives 0.15% (n = 480,000). purified LDHA, NADH/diaphorase-resazurin fluorescence; active compounds read low. activity change, % (values are at about 110 or 230 µM); in the data active = activity change below about -30%; inconclusive = mostly about -25% to -30%;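 also: plate controls were DMSO wells for no effect and wells without enzyme for full effect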
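LDH5 2 nM; NADH 0.06 mM, pyruvate 0.2 mM; 200 mM Tris pH 7.4, EDTA, Tween-20; 5 min RT. Detection: diaphorase 0.133 mg/mL + resazurin 37 µM, fluorescence ex540/em590 at 0 and 20 min; normalized to enzyme-free and DMSO wells.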
Pol iota inh – inhibitors of human DNA polymerase iota | Q9UNA4 | Pol iota fluorescent replication assay, 10 min | Potency, µM (titrated, usually from 115 µM), inactives show at the highest dose activity, negative = inhibition, actives largely listed as inhibitors | actives 1% (n = 390,000) | AID 588590; also: potency is read from the fitted curve at half-maximal effect
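Pol iota at 10 nM preincubated 15 min with compounds at room temperature; reaction started with fluorescent substrate, 50 nM final. Fluorescence read kinetically at 0 and 10 min; buffer-only wells as negative control.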
Apoferritin bind – binds horse apoferritin like a general anesthetic. actives 0.074% (n = 350,000). Potency, µM (doses to about 77.5 µM), inactives show at the highest dose activity change, negative = displacement, actives largely listed as inhibitors. AID 485281. apoferritin/1-aminoanthracene competitive binding, fluorescence. P02791; also: potency is read from the fitted curve at half-maximal effect; % is scaled to controls: 0 for no effect and ±100 for the full control effect; nearly all actives have a fitted effect of over 20% in size
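Horse-spleen apoferritin (10 uM) in 50% saturated 1-aminoanthracene in PBS was incubated 10 min at room temperature with compound. Fluorescence (ex 380, em 535 nm) was normalized to free and bound 1-AMA, with concentration-response fitted by a four-parameter Hill equation.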
GRP78 ERSR act – induces the endoplasmic reticulum stress response in human glioma cells. Potency, µM, inactives show top-dose activation, usual class: activators. AID 602332. U87-MG GRP78 promoter luciferase reporter, 16 h. actives 0.02% (n = 420,000); also: potency is read from the fitted curve at half-maximal effect; series mostly up to about 76 µM; % of control where 0% means no effect; nearly all actives have a fitted effect of over 35% in size
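Stably transfected U87-MG human glioma cells carrying a GRP78-based luminescent sensor were seeded at 1000 cells/well, pin-dosed with compounds and incubated 16 h. Luciferase reagent was then added, and end-point luminescence was read after 10 min at room temperature.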
APE1 inh – inhibitors of human APE1 endonuclease. AID 2517. P27695. recombinant APE1, TAMRA/BHQ-2 abasic DNA cleavage fluorescence. Potency, µM (top dose mostly 65.8 µM), inactives show at the top dose activity change, negative = inhibition, hits mostly inhibitors. actives 0.35% (n = 350,000);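 also: potency is read from the fitted curve at half-maximal effect; plate controls were vehicle for no effect and reference inhibitor for full effect; nearly all actives have a fitted effect of over 55% in size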
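Compound pre-exposure to 0.75 nM APE1, 15 min at ambient temperature. Reaction initiated with 50 nM TAMRA/BHQ-2 THF substrate, read immediately in kinetic mode, 525 nm excitation, 598 nm emission.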
Pol kappa inh – DNA polymerase kappa (human) inhibition. Q9UBT6. purified Pol kappa, fluorescent DNA synthesis assay, 10 min. Potency, µM (highest dose often 107 µM), without a hit: top-dose activity, negative = inhibition, hits mostly inhibitors. actives 0.53% (n = 400,000); also: potency is read from the fitted curve at half-maximal effect; % is scaled to controls: 0 for no effect and ±100 for the full control effect
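Inhibition of 10 nM Pol kappa is measured by a fluorescent read-out at 0 and 10 min following addition of 50 nM substrate (final), with a 15-min room-temperature compound preincubation.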
BLM helicase inh – blocks DNA unwinding by human BLM helicase; recombinant BLM DNA unwinding, fluorescence dequenching; Potency, µM (top dose mostly 56.1 µM), for the others: top-dose activity change, negative = inhibition, usual class: inhibitors; actives 0.2% (n = 350,000); AID 2528;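 also: potency is read from the fitted curve at half-maximal effect; plate controls were vehicle for no effect and no enzyme for full effect; nearly all actives have a fitted effect of over 35% in size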
POLB inh – inhibitors of human DNA polymerase beta; Pol beta primer extension/strand displacement, fluorescence kinetic; P06746; Potency, µM (highest dose often 114 µM), inactives show top-dose activity change, negative = inhibition, most hits filed as inhibitors; AID 485314; actives 1.3% (n = 340,000); also: potency is read from the fitted curve at half-maximal effect; % is scaled to controls: 0 for no effect and ±100 for the full control effect
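Pol beta (10 nM) was preincubated with compound for 15 min at room temperature. The reaction was then started with 50 nM substrate and read immediately and after a further 10 min at room temperature.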
POLH inh – blocks human DNA polymerase eta activity; recombinant Pol eta, fluorescent DNA replication assay; Potency, µM (doses to about 114 µM), for inactives: at the top dose activity change, negative = inhibition, usual class: inhibitors; actives 1.2% (n = 390,000); also: potency is read from the fitted curve at half-maximal effect; % is scaled to controls: 0 for no effect and ±100 for the full control effect
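Pol eta at 10 nM preincubated with compounds 15 min at room temperature; reaction started with fluorescent substrate (50 nM final) and read kinetically at 0 and 10 min.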
* = called active by the depositor; ? = inconclusive; . = not tested or not shown; & = joins results of further samples; [ ] = remark or other dose. Unless noted, calls follow the shape of the dose curve; as a rule, active = well fitted curve in the direction sought with a large enough effect; inconclusive = small, poorly fitted or top-dose-only effect, or another doubt; inactive = no such curve, though single readings can be large; an effect the other way counts as inactive or inconclusive.

Letters: A = LDHA block; B = Pol iota inh; C = Apoferritin bind; D = GRP78 ERSR act; E = APE1 inh; F = Pol kappa inh; G = BLM helicase inh; H = POLB inh; I = POLH inh
CC(=O)Oc1ccc(OC(C)=O)c(S(=O)(=O)c2ccc(C)c(C)c2)c1
  A = -14	B = ?	C = 7%	D = -1%	E = 8%	F = -12%	G = -3%	H = 22%	I = -16%
Cc1nn(Cc2ccccc2Cl)c(C)c1C(=O)Nc1nnc(C2CC2)s1
  A = -2	B = -10%	C = ?	D = -3%	E = -11%	F = 0%	G = -4%	H = 21%	I = -20%
CC(C)CN(CCNC(=O)c1cn(C)c2ccc(S(=O)(=O)N3CCCCCC3)cc2c1=O)CC(C)C
  A = -4	B = 1%	C = -8%	D = -1%	E = .	F = -11%	G = -3%	H = 3%	I = -20%
COc1ccc([N+](=O)[O-])cc1NC(=O)C(C)OC(=O)CC1CCCC1 (configuration not stated)
  A = 2	B = -3%	C = .	D = -2%	E = 2%	F = 6%	G = .	H = .	I = 1%
O=C(CN1C(=O)NC2(CCCCC2)C1=O)NCCc1ccccc1
  A = 0	B = -2%	C = .	D = -3%	E = 20%	F = 18%	G = .	H = .	I = -8%
CCC(Oc1ccccc1)C(=O)Nc1ncc([N+](=O)[O-])s1 (configuration not stated)
  A = -4	B = -1%	C = -17%	D = -1%	E = 10%	F = -4%	G = -5%	H = 18%	I = -8%
CC1(C)CC(c2nc(-c3ccc([N+](=O)[O-])cc3)cs2)CCO1 (configuration not stated)
  A = 3	B = 108%[activator]	C = -14%	D = 1%	E = 2%	F = 6%	G = -3%	H = 6%	I = -16%
C[C@]12CC[C@@H]3c4ccc(OC(=O)c5ccccc5)cc4CC[C@H]3[C@@H]1CC[C@@H]2O
  A = -1	B = -8%	C = -6%	D = ?	E = 4%	F = 10%	G = 1%&-4%	H = 3%	I = -8%
COc1ccc(CC(=O)N[C@@H](CCSC)c2nc3ccccc3[nH]2)cc1
  A = -6	B = 31%[activator]	C = -12%	D = -1%	E = -4%	F = -3%	G = 0%	H = 13%	I = -20%
CCn1c(=N)c(C(=O)NC2CCCCC2)cc2c(=O)n3cc(C)ccc3nc21
  A = -12	B = 5%	C = 41%[activator]	D = 0%	E = .	F = -1%	G = 0%	H = 2%	I = -11%
Cc1[nH]c2ccccc2c1C(=O)CSc1ncn[nH]1
  A = -12	B = 0%	C = -1%	D = -8%	E = -6%	F = -12%	G = -9%	H = 16%	I = -4%
CCCS(=O)(=O)N1CC(=O)N(c2ccccc2C)C(C)(C(=O)NC2CCCC2)C1 (configuration not stated)
  A = -19	B = 2%	C = 3%	D = -5%	E = .	F = -9%	G = 2%	H = 7%	I = 2%
CCc1cc(C(=O)Nc2ccc(C)cc2Br)cs1
  A = 2	B = 8%	C = -18%	D = -1%	E = 3%	F = -15%	G = -11%	H = -25%	I = 0%
CCCn1c(=O)c(C(=O)Nc2cc(C)ccn2)c(O)c2ccccc21
  A = -1	B = 114%[activator]	C = -3%	D = 2%	E = 7%	F = -4%	G = 0%	H = 15%	I = 7%
Cn1c(=O)c2[nH]c(N3CCN(c4ccccn4)CC3)nc2n(C)c1=O
  A = .	B = .	C = -1%	D = .	E = 2%	F = .	G = -3%	H = 3%	I = .
CCOC(=O)C1(NC(=O)C2(N3C(=O)c4ccccc4C3=O)CCCC2)CCCC1
  A = -5	B = 27%	C = .	D = -6%	E = .	F = -8%	G = .	H = .	I = -9%
COc1cccc(CNC(=O)C2CCN(C(=O)N3CCOc4ccc(Cl)cc43)CC2)c1OC
  A = -1	B = 17%	C = -3%	D = -3%	E = .	F = -14%	G = 2%	H = 9%	I = -9%
COc1cccc(OC)c1OCCCOc1cccc2cccnc12
  A = -8	B = 29%	C = -17%	D = 0%	E = ?	F = -8%	G = -5%	H = -16%	I = -4%
O=C(CSc1nnc2nnc3ccccc3n12)N1CCOCC1
  A = 3	B = 9%	C = -6%	D = -5%	E = -9%	F = 7%	G = -1%	H = 36%	I = -10%
C=C1C[C@H](O[C@@H]2O[C@H](CO)[C@@H](O)[C@H](O)[C@H]2O)[C@@H]2[C@H](OC(=O)[C@H]2C)[C@H]2[C@H](C)[C@@H](O)C[C@@H]12
  A = -1	B = 13%	C = .	D = -2%	E = ?	F = 5%	G = .	H = .	I = -8%
COc1ccc(CC(=O)N/N=C/c2ccc(Cl)s2)cc1OC
  A = -5	B = 10%	C = -9%	D = 2%	E = -3%	F = -11%	G = -2%	H = 29%	I = -1%
CN(Cc1ccon1)C(=O)CCc1nnc(Cc2ccc(-c3ccccc3)cc2)o1
  A = -1	B = 18%	C = -18%	D = 2%	E = 9%	F = -1%	G = -2%	H = -19%	I = -21%
O=C(CNC(=O)c1ccc(Cl)cc1Cl)OCc1nnc(-c2ccccc2Br)o1
  A = -2	B = 14%	C = .	D = -1%	E = -12%	F = -19%	G = .	H = .	I = -4%
S=c1nc(-c2ccccc2)[nH]c2ccccc12
  A = -7	B = 1%	C = -15%	D = 1%	E = -8%	F = 1%	G = -8%	H = ?	I = -1%
Cc1ccc(S(=O)(=O)Nc2cccc(N(C)S(C)(=O)=O)c2)cc1[N+](=O)[O-]
  A = 0	B = -13%	C = -5%	D = 1%	E = -22%	F = 10%	G = -2%	H = 11%	I = -3%

Some of the entries above in a different format:
The line under a structure holds: LDHA block | Pol iota inh | Apoferritin bind | GRP78 ERSR act | APE1 inh | Pol kappa inh | BLM helicase inh | POLB inh | POLH inh
- CC(C)CN(CCNC(=O)c1cn(C)c2ccc(S(=O)(=O)N3CCCCCC3)cc2c1=O)CC(C)C
    -4 | 1% | -8% | -1% | . | -11% | -3% | 3% | -20%
- COc1ccc([N+](=O)[O-])cc1NC(=O)C(C)OC(=O)CC1CCCC1 (configuration not stated)
    2 | -3% | . | -2% | 2% | 6% | . | . | 1%

(next part)
Letters: A = LDHA block; B = Pol iota inh; C = Apoferritin bind; D = GRP78 ERSR act; E = APE1 inh; F = Pol kappa inh; G = BLM helicase inh; H = POLB inh; I = POLH inh
COc1ccc(NS(=O)(=O)c2cc3c4c(c2)CCN4C(=O)CC3)cc1OC
  A = -3	B = 20%	C = .	D = -6%	E = -3%	F = -4%	G = .	H = .	I = -5%
CCOP(=O)(OCC)C(NC(=O)Nc1ccc(Cl)cc1)c1ccccc1 (configuration not stated)
  A = -8	B = 8%	C = -8%	D = -4%	E = 4%	F = -4%	G = 1%	H = 10%[57.1 µM]	I = -14%
CC1CCCC(NC(=O)c2cccc(N3CCCC3=O)c2)C1C (configuration not stated)
  A = -7	B = 5%	C = -12%	D = 4%	E = -1%	F = -14%	G = -2%	H = 3%	I = -9%
Cc1ccc(C(=O)Nc2nnc(C)s2)cc1
  A = -13	B = 37%[activator]	C = -1%	D = -11%	E = 15%	F = -2%	G = 1%	H = 40%	I = -3%
N#CCCN1CCN(S(=O)(=O)c2ccc(S(=O)(=O)NCC3CCCO3)cc2)CC1 (configuration not stated)
  A = -3	B = -16%	C = 2%	D = -2%	E = -3%	F = -17%	G = 0%	H = -2%	I = -9%
Cc1ccc(NC(=O)C(NC2CCCc3ccccc32)c2ccccc2)cc1Cl (configuration not stated)
  A = ?	B = -5%	C = 41%	D = -5%	E = -6%	F = -3%	G = -18%	H = 0%	I = -8%
CCC(=O)OCCn1c(=O)c2ccccc2c2ccccc2c1=O
  A = -5	B = 18%	C = -16%	D = -4%	E = -11%	F = -4%	G = -7%	H = -18%	I = -12%
CCOc1ccc(NC(=O)CCc2nnc3ccc(N4CCC(C)CC4)nn23)cc1
  A = 1	B = 8%	C = -32%	D = 1%	E = 20%	F = -9%	G = -1%	H = -9%	I = -16%
S=C(NCCCc1cnc[nH]1)NCCCN(CCc1ccccc1)c1ccc(Br)cn1
  A = -2&0	B = -10%&-13%	C = .	D = -3%&-4%	E = .	F = -9%&3%	G = .	H = .	I = .
O=[N+]([O-])c1ccc(N2CCCCC2)c(-c2nn[nH]n2)c1
  A = -9	B = 116%[activator]	C = -12%	D = 0%	E = 1%	F = -2%	G = 1%	H = -2%	I = -4%
COc1ccc(/C=N/Nc2ccc(C(=O)O)cc2)cc1Br
  A = -18	B = 46%[activator]	C = -6%	D = -15%	E = -3%	F = -8%	G = -3%	H = 0%	I = -24%
COc1cccc(N2C(=O)CC(N3CCN(c4ccc([N+](=O)[O-])cc4)CC3)C2=O)c1 (configuration not stated)
  A = -1	B = 32%[activator]	C = ?	D = -2%	E = 18%	F = -5%	G = -1%	H = 8%	I = -15%
C/C(=N\NC(=S)Nc1cc(S(=O)(=O)N2CCOCC2)ccc1Cl)c1ccccc1F
  A = 1	B = 8%	C = 1%	D = -9%	E = 6%	F = -21%	G = -1%	H = 10%	I = -13%
Cc1c(C(=O)NCc2ccc3c(c2)OCO3)oc2ccc(S(=O)(=O)N3CCCCC3)cc12
  A = -6	B = -11%	C = -17%	D = -4%	E = -7%	F = -7%	G = -7%	H = 14%	I = -12%
CN(C)S(=O)(=O)N1CCC(Cc2ccccc2)CC1
  A = 0	B = 49%[activator]	C = -7%	D = -4%	E = 11%	F = -8%	G = -10%	H = 15%	I = -19%
O=C(NCCN1CCN(C(=O)c2ccc(F)cc2)CC1)c1ccc(F)cc1
  A = -3&3	B = 24%	C = -5%	D = -2%	E = 10%	F = -3%	G = -5%	H = 27%	I = -16%
O=c1onc(-c2cccnc2)n1-c1ccccc1F
  A = 0	B = 11%	C = 4%	D = -3%	E = -5%	F = 4%	G = -1%	H = -14%	I = -2%
COc1cc(C(N)=O)cc(Cl)c1OC
  A = -9	B = 5%	C = -5%	D = -1%	E = -5%	F = -4%	G = -3%	H = -1%	I = -7%

Taken from above.
Value for COc1cc(C(N)=O)cc(Cl)c1OC in POLH inh: -7%
Value for C/C(=N\NC(=S)Nc1cc(S(=O)(=O)N2CCOCC2)ccc1Cl)c1ccccc1F in GRP78 ERSR act: -9%

The list is partial; rates above refer to the full screens.
